Large T inhibition: SV40 large T antigen inhibitors, biochemical (AID 1903); 0.39% of 310,000 active; one-dose inhibition, % at 20 µM; IC50 in µM for titrated hits; SV40 large T antigen ATPase/helicase inhibition assay; higher % means a stronger effect; in the data active = a potency from the dose series; inconclusive = inhibition mostly from about 32% at the one dose, without a potency; inactive = the rest, 99 in 100 with inhibition below about 32%; also: strong numbers were not always called active
GPR55 antagonists: GPR55 antagonists blocking LPI-driven arrestin recruitment, primary screen, imaging, U2OS, beta-arrestin-GFP, LPI agonist (AID 2013); 0.13% of 290,000 active; U2OS GPR55 beta-arrestin-GFP translocation imaging, LPI antagonism; higher % means a stronger effect; inhibition, % at 10 µM, or IC50 in µM where a hit was titrated;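 active = spots per cell inhibited over 60%, with over 100 cells counted and total cytoplasm intensity under 500,000; inconclusive = wells with under 100 cells, flagged as likely toxic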;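 also: U2OS cells stably carrying GPR55 and arrestin-GFP stimulated by 5 µM LPI near EC80; imaged beta-arrestin-GFP aggregate spots per cell after agonist stimulation; plate controls were LPI-stimulated DMSO wells for no effect and DMSO wells without LPI for full effect; some results filed as inactive read as strong as hits; confirmed hits need IC50 under 10 µM and bright autofluorescent wells are also inconclusive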
Rac1 GTP hydrolysis: MgcRacGAP GTPase-activating activity inhibitors, confirmation, biochemical, ADP Hunter fluorescence. MgcRacGAP-stimulated Rac1 GTP hydrolysis, ADP Hunter fluorescence; higher % means a stronger effect; GST-tagged Rac1 F28L mutant substrate. one-dose inhibition, % at 30 µM; IC50 in µM for titrated hits. 0.6% of 340,000 active;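 active = first-screen hits whose inhibition reached a set limit at any dose in the follow-up dose series; inconclusive = inhibition above the set first-screen limit but never retested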;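 also: fluorescence reports GDP produced by GAP-driven GTP hydrolysis; strong numbers were not always called active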
Dengue-2 NS5 capping: Dengue-2 NS5 methyltransferase inhibitors, primary screen, biochemical, confirmation dose response (AID 588689); Dengue-2 NS5 methyltransferase capping enzyme assay, biochemical; higher % means a stronger effect; inhibition, % at 25 µM, or IC50 in µM where a hit was titrated; 0.3% of 340,000 active; in the data active = a potency from the dose series; inconclusive = inhibition above about 29% without an active follow-up result
GPR55 activation: GPR55 agonists via beta-arrestin recruitment, primary screen, imaging, U2OS cells, beta-arrestin-GFP redistribution (AID 1961) | U2OS GPR55 beta-arrestin-GFP redistribution imaging; higher % means a stronger effect | 0.048% of 290,000 active | activation, % at 10 µM, or EC50 in µM where a hit was titrated;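 active = activation above 40% with more than 50 cells counted in the well; inconclusive = wells holding fewer than 50 cells, flagged as toxic or sparse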;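 also: U2OS osteosarcoma cells stably expressing GPR55 and beta-arrestin-GFP; plate controls were DMSO negative control for no effect and LPI positive control for full effect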
Yfh1-depleted yeast: enhancers of respiration in Yfh1-depleted yeast, dose response, Friedreich's ataxia, plus single-dose screen (AID 1465) | 0.074% of 220,000 active | fold induction at 50 µM, or EC50 in µM where a hit was titrated | S. cerevisiae Yfh1-off respiration, WST-1 reduction, 72 h; higher fold induction means a stronger effect;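 active = fold induction of absorbance versus untreated yeast above a set limit, then at least 30% activation at any dose in follow-up; inconclusive = repeats straddling the limit, or above it without dose testing; inactive = fold induction below the set limit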;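 also: activators that raise dye reduction in frataxin-depleted yeast; strong numbers were not always called active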
AID2073: disruptors of CaV2.2 binding to Mint1 – biochemical, HTRF (AID 2073); 0.19% of 290,000 active; HTRF protein-protein interaction, Mint1-CaV2.2; higher % means a stronger effect; one-dose inhibition, % at 20 µM; IC50 in µM for titrated hits; in the data active = inhibition mostly above about 51%, no sharp cut-off; inconclusive = no clear call, values can overlap the other calls; inactive = mostly below about 53%; also: some results filed as inactive read as strong as hits
NTR1 agonist: NTR1-driven beta-arrestin-GFP spot formation – imaging, U2OS cells, high content, primary screen (AID 493036). agonist mode. activation, % at 20 µM. 0.17% of 330,000 active. P30989;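 active = activation at or above 40% of the spot to cytoplasm intensity ratio, with at least 20 cells analyzed; inconclusive = wells under 20 cells, flagged as cytotoxic or low count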;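 also: 0% = DMSO without peptide and 100% = 100 nM NTR1 peptide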
Target sequence (P30989 whole entry, looked up): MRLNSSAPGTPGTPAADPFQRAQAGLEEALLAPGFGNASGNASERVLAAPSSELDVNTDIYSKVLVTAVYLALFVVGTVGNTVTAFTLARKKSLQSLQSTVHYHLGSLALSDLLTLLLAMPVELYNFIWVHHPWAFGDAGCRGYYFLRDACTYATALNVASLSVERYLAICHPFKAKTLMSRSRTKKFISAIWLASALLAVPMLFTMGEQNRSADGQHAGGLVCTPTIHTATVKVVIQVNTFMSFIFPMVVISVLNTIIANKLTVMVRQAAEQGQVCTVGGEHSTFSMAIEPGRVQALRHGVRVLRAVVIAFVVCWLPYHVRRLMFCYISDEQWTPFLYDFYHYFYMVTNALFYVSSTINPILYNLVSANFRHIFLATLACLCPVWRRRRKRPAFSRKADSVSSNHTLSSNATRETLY
GPR35 arrestin U2OS: GPR35 antagonists blocking zaprinast-driven arrestin recruitment, primary screen, imaging, U2OS, beta-arrestin-GFP, zaprinast agonist (AID 2058) | U2OS GPR35 beta-arrestin-GFP translocation imaging, zaprinast antagonism; higher % means a stronger effect | inhibition, % at 10 µM; hits with a dose series show IC50 in µM | 0.052% of 290,000 active;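 active = inhibition of at least 50% with at least 30 cells and total cytoplasm GFP at most 10,000,000; inconclusive = under 30 cells or total GFP of 10,000,000 plus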
NTR1 agonist cell count 20 µM: recorded beside NTR1 agonist, whose call it bears; cell count; measured here: cell count, cytotoxicity flag
Dengue-2 NS5 capping pilot replicate: further read-out of Dengue-2 NS5 capping, marked with its call; inhibition, %; measured here: pilot screen replicate inhibition
Numbers without * were called inactive; i = inactive; ? = inconclusive; . = not tested or not shown.

A first look:
SMILES	Large T inhibition	GPR55 antagonists	Rac1 GTP hydrolysis	Dengue-2 NS5 capping	GPR55 activation	Yfh1-depleted yeast	AID2073	NTR1 agonist	NTR1 agonist cell count 20 µM	GPR35 arrestin U2OS	others
Cc1cc(Cl)c(OCCCSc2nc(C)cc(=O)[nH]2)c(Br)c1	0%	-5%	7%	-3%	-0.1%	i	-4%	3.3	59	13%
CCc1cc(C(=O)NCC2CCCO2)sc1C (stereo not drawn)	8%	-1%	6%	3%	-0.1%	.	15%	-0.3	63	8%
CC12CCC(=O)N1C(C(=O)NCCc1ccc(F)cc1)CS2 (stereo not drawn)	16%	8%	8%	1%	-0.1%	.	10%	0.5	57	-6%
COc1ccc(S(=O)(=O)Nc2ccc3c(c2)n(C)c(=O)n3C)cc1OC	5%	-6%	2%	3%	0.0%	.	2%	-1.1	42	-3%
Cc1ccc(NC(=O)c2ccc(F)cc2F)cc1	3%	.	7%	1%	.	i	.	1.2	35	.
O=C(CCn1c(=S)oc2ccccc21)Nc1cc([N+](=O)[O-])ccc1F	16%	2%	4%	-6%	0.0%	.	8%	1.1	85	2%

The listing, from the first entry:
SMILES	Large T inhibition	GPR55 antagonists	Rac1 GTP hydrolysis	Dengue-2 NS5 capping	GPR55 activation	Yfh1-depleted yeast	AID2073	NTR1 agonist	NTR1 agonist cell count 20 µM	GPR35 arrestin U2OS	others
Cc1cc(Cl)c(OCCCSc2nc(C)cc(=O)[nH]2)c(Br)c1	0%	-5%	7%	-3%	-0.1%	i	-4%	3.3	59	13%
CCc1cc(C(=O)NCC2CCCO2)sc1C (stereo not drawn)	8%	-1%	6%	3%	-0.1%	.	15%	-0.3	63	8%
CC12CCC(=O)N1C(C(=O)NCCc1ccc(F)cc1)CS2 (stereo not drawn)	16%	8%	8%	1%	-0.1%	.	10%	0.5	57	-6%
COc1ccc(S(=O)(=O)Nc2ccc3c(c2)n(C)c(=O)n3C)cc1OC	5%	-6%	2%	3%	0.0%	.	2%	-1.1	42	-3%
Cc1ccc(NC(=O)c2ccc(F)cc2F)cc1	3%	.	7%	1%	.	i	.	1.2	35	.
O=C(CCn1c(=S)oc2ccccc21)Nc1cc([N+](=O)[O-])ccc1F	16%	2%	4%	-6%	0.0%	.	8%	1.1	85	2%
NC(=O)c1cc2cc(Cl)ccc2o/c1=N/NC(=O)c1cccs1	6%	-2%	13%	-2%	0.3%	i	10%	1.5	77	-10%
O=C1/C(=C\c2cccnc2)Sc2ccccc21	10%	-12%	10%	-4%	0.1%	i	18%	12	49	-2%
COC(=O)[C@H](C(C)C)n1c(C)c(C(C)=O)c(C(C)=O)c1C	12%	8%	-11%	1%	0.0%	i	-7%	-1.1	53	-10%
CCCC(c1nnnn1Cc1cccs1)N1CCN(C2CCCC2)CC1 (stereo not drawn)	7%	3%	6%	2%	-0.1%	.	-5%	-1.9	60	13%
COc1cc2c(C(=O)N3CCN(c4cccc(Cl)c4)CC3)cn(CC(C)C)c(=O)c2cc1OC	4%	0%	4%	-4%	-0.1%	i	14%	4.4	91	-18%
Cc1cc(OCC(=O)OCC(=O)Nc2cc(C(F)(F)F)ccc2N2CCOCC2)ccc1Cl	9%	-9%	4%	.	?	i	-10%	-1.1	80	3%
CN(C)Cc1c(O)ccc2occ(C(=O)c3ccccc3)c12	4%	12%	7%	-2%	-0.2%	i	-8%	1.0	81	-6%
CCCS(=O)(=O)N1CCC(C(=O)NCc2ccc(F)cc2)CC1	-4%	7%	6%	-4%	0.1%	i	6%	0.3	67	18%
CCn1c(-c2c(Cl)c(C)nn2C)n[nH]c1=S	10%	6%	5%	4%	0.0%	i	-13%	0.1	46	-4%
CCN(CC)c1ccc(C(=O)OCC(=O)NC(C)(C)C)cc1	9%	-5%	-1%	-9%	-0.1%	i	9%	1.0	64	6%
O=[N+]([O-])c1ccc(OCc2cccc(COc3ccc([N+](=O)[O-])cc3)n2)cc1	7%	13%	5%	-4%	0.0%	i	22%	2.4	60	-12%
COc1cc(/C=N/NC(=O)Nc2ccccc2)ccc1OC(C)=O	8%	-7%	14%	-1%	0.5%	i	-1%	-0.2	43	3%
COc1cc2sc3ccc(C#CC4(O)CCCCC4)cc3c(=O)c2cc1OC	8%	.	5%	2%	.	i	.	15	63	.
Cc1ccc(/C([O-])=C(/C(=S)NCc2ccc3c(c2)OCO3)[n+]2ccc(N(C)C)cc2)c(C)c1	9%	45%	4%	-6%	0.9%	i	-14%	0.1	39	6%
CCS(=O)(=O)N1CCN(Cc2nc3ccccc3c(=O)[nH]2)CC1	1%	24%	7%	-2%	-0.1%	i	15%	0.8	73	-7%
O=C(COc1ccc(Cl)cc1)NNC(=O)c1ccccn1	-2%	5%	5%	-1%	-0.1%	.	31%	-1.1	93	9%
COc1ccccc1-c1coc2c(CN3CCCCC3C)c(O)ccc2c1=O (stereo not drawn)	5%	-13%	6%	-6%	-0.1%	.	44%	-0.5	49	8%
N#Cc1nc(-c2cccs2)oc1NCc1ccco1	14%	-12%	3%	-5%	0.1%	i	36%	-1.7	43	10%
Cc1cc(C(=O)Cn2nnc(-c3ccc(Cl)cc3)n2)c(C)n1-c1ccccc1	-7%	0%	6%	-1%	-0.2%	i	0%	1.2	51	-2%
(cont.)
SMILES	Large T inhibition	GPR55 antagonists	Rac1 GTP hydrolysis	Dengue-2 NS5 capping	GPR55 activation	Yfh1-depleted yeast	AID2073	NTR1 agonist	NTR1 agonist cell count 20 µM	GPR35 arrestin U2OS	others
COC(=O)CN(c1cc(Cl)ccc1OC)S(=O)(=O)c1ccc(C)cc1	9%	1%	6%	-4%	-0.1%	i	-8%	3.3	75	13%
COc1ccc(/C=C2\NC(=S)N(CC3CCCO3)C2=O)c(OC)c1 (stereo not drawn)	22%	-3%	4%	-1%	-0.1%	i	-13%	1.6	59	20%
CC(C)(C)N(Cc1ccccc1)C(=O)CSc1nnc(CNc2ccc(F)cc2)o1	25%	10%	4%	-2%	-0.2%	i	12%	6.2	52	-10%
COc1cc(C(F)(F)F)nc(-c2ccccn2)n1	7%	0%	5%	1%	-0.3%	i	-4%	-1.7	85	5%
CCOC(=O)CSc1ccc(-c2nc3cc(C)c(C)cc3[nH]2)cn1	-4%	6%	6%	-10%	0.0%	i	14%	5.7	84	-3%
CCOC(=O)C1(Cc2cccc(OC)c2)CCN(CCO)CC1	5%	-2%	-33%	-2%	-0.3%	i	-7%	-1.1	46	1%
COc1ccc(NC(=O)NCc2ccncc2)c(OC)c1	-6%	2%	-5%	-3%	0.0%	i	28%	0.1	76	21%	Dengue-2 NS5 capping pilot replicate=-0.8
N#Cc1cc(-c2ccccc2)nnc1Sc1ccc(Cl)cc1	10%	-3%	5%	-3%	0.0%	i	5%	5.6	43	-1%
CCn1c(SCC(=O)N2CCN(S(=O)(=O)c3ccccc3)CC2)nnc1-c1cccs1	7%	-1%	3%	-8%	0.6%	i	-6%	2.7	84	-13%
O=C(O)CCCC(=O)Nc1cccc(C(=O)Nc2ccccc2C(=O)O)c1	10%	0%	6%	-1%	-0.2%	i	20%	-0.4	45	25%
Fc1cccc(NC(=S)NCCCN2CCOCC2)c1	16%	-1%	8%	-5%	0.0%	i	-6%	0.4	50	7%
Cn1nnnc1SCC(=O)NNC(=O)c1ccc(Cl)cc1	7%	1%	-2%	-8%	-0.1%	i	2%	0.9	96	-22%
O=C(c1ccc([N+](=O)[O-])s1)N1CCN(c2cccc(Cl)c2)CC1	16%	-18%	7%	-1%	1.3%	i	2%	3.1	71	5%
Cc1ccc(NC(=O)CSc2ccc(-c3cccnc3)nn2)cc1	-1%	8%	2%	-5%	0.4%	.	9%	1.4	50	-2%
O=C(CSc1ccccn1)N1CCOCC1	9%	-5%	3%	-7%	0.0%	i	7%	-1.3	64	1%
CC1CN(S(=O)(=O)c2ccc(C(=O)Nc3nnc(-c4ccc5c(c4)CCCC5)o3)cc2)CC(C)O1 (stereo not drawn)	1%	-5%	7%	-1%	-0.1%	i	9%	6.0	49	-26%
CCOC(=O)C1CCN(C(=O)NS(=O)(=O)c2ccc(C)cc2)CC1	9%	7%	6%	-2%	0.0%	i	3%	3.1	51	-1%
CC1CN(C2CCN(S(=O)(=O)Cc3ccccc3)CC2)CC(C)O1 (stereo not drawn)	3%	7%	23%	-2%	0.0%	i	-6%	0.6	83	-7%	Dengue-2 NS5 capping pilot replicate=-0.9
c1ccc2c(NCC3CCCO3)nc(-c3ccncc3)nc2c1 (stereo not drawn)	14%	-1%	11%	-2%	0.2%	i	9%	3.5	61	-17%
O=C(O)c1ccccc1Nc1ccc([N+](=O)[O-])cc1	14%	2%	-3%	3%	-0.1%	i	6%	.	.	5%
CC(C)(C)c1ccc(C(=O)Nc2ccccc2Cl)cc1	20%	8%	6%	-6%	0.0%	i	0%	5.1	37	19%
O=C(NC1(C(F)(F)F)N=C2SCCN2C1=O)c1ccccc1F (stereo not drawn)	4%	5%	.	.	0.3%	i	1%	-0.3	53	-1%
Cc1nc([N+](=O)[O-])cn1-c1nc2ccccn2c1[N+](=O)[O-]	9%	14%	5%	-6%	-0.1%	i	8%	-0.9	45	-5%

A draw from above in order of length of the SMILES, low to high:
SMILES	Large T inhibition	GPR55 antagonists	Rac1 GTP hydrolysis	Dengue-2 NS5 capping	GPR55 activation	Yfh1-depleted yeast	AID2073	NTR1 agonist	NTR1 agonist cell count 20 µM	GPR35 arrestin U2OS	others
COc1cc(C(F)(F)F)nc(-c2ccccn2)n1	7%	0%	5%	1%	-0.3%	i	-4%	-1.7	85	5%
CCOC(=O)CSc1ccc(-c2nc3cc(C)c(C)cc3[nH]2)cn1	-4%	6%	6%	-10%	0.0%	i	14%	5.7	84	-3%
CCOC(=O)C1CCN(C(=O)NS(=O)(=O)c2ccc(C)cc2)CC1	9%	7%	6%	-2%	0.0%	i	3%	3.1	51	-1%

Screens (PubChem)
